Giardia FBPA inh – qHTS Assay for Inhibitors of Fructose-1,6-bisphosphate Aldolase from Giardia Lamblia; AID 2451, 2010; purified Giardia FBPA; 0.71% of 290,000 active; Potency, µM (series often up to 59.6 µM), for the others: at the top dose activity, negative = inhibition, most hits filed as inhibitors; A8B2U2; note: potency is the fitted concentration of half-maximal effect; nearly all actives have a fitted effect of over 55% in size
Target sequence (A8B2U2 whole entry, looked up): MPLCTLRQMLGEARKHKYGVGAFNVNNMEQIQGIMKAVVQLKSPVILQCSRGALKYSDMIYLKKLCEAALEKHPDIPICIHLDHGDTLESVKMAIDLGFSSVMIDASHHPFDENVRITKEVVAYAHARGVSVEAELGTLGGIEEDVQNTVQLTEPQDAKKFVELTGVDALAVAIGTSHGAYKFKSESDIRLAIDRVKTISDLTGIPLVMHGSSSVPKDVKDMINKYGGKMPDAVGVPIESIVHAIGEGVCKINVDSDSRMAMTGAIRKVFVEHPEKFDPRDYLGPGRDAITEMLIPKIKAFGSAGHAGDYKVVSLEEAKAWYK
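40 nM FBPA preincubated 10 min at RT with compound (up to 57.5 uM final), then substrate plus GAPDH/TPI/NAD/arsenate coupling and diaphorase/resazurin added. Fluorescence read after 20 min at RT, 525/598 nm.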
HCMV inh – qHTS Assay for inhibitors of the human cytomegalovirus (HCMV); HFF cells, HCMV-luciferase reporter, 72 h; stronger effect = lower value; activity change, negative = inhibition, % at 57.5 µM; 4.5% of 410,000 active; in the data active = activity change below about -60%; inconclusive = no clear call, values can overlap the other calls; inactive = above about -39%
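Steps: HFFs plated, 16 h 37C; compounds added; HCMV-luciferase added to MOI 1 PFU/cell; 72 h 37C; OneGlo reagent, 5 min room temperature; luminescence read, normalized to controls.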
AMA1-RON2 inh – qHTS for Inhibitors of AMA1-RON; Towards Development of Antimalarial Drug Lead: Primary Screen | AID 720542, 2013 | Plasmodium falciparum AMA1 (3D7) - RON2 peptide interaction | AlphaScreen AMA1-biotinylated RON2 peptide binding | Potency, µM (series often up to 58.2 µM), for inactives: at the top dose activity change, negative = inhibition, hits mostly inhibitors | 0.2% of 360,000 active;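 note: potency is the fitted concentration of half-maximal effect; 0% = vehicle wells and -100% = peptide control; nearly all actives have a fitted effect of over 45% in size; some results filed as inactive show a strong effect at the top dose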
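AMA1 (3D7) with his tag at 25 nM final met compounds first, then biotinylated RON2 peptide at 25 nM; detection used donor plus acceptor beads, 10 µg/mL apiece, read by AlphaScreen after 30 min at room temperature.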
Sm TGR inh – qHTS Assay for the Inhibitors of Schistosoma Mansoni Peroxiredoxins. AID 485364, 2010. Potency, µM (top dose mostly 114 µM), for the others: at the highest dose activity change, negative = inhibition, most hits filed as inhibitors. 3% of 360,000 active. purified TGR, DTNB reduction, TNB absorbance 405 nm. Schistosoma mansoni thioredoxin glutathione reductase (TGR), Q962Y6; note: potency is the fitted concentration of half-maximal effect; nearly all actives have a fitted effect of over 60% in size
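First, TGR (20 nM dispensed) and NADPH were mixed with compound. Second, a 15 min room-temperature incubation followed. Third, further NADPH and then DTNB were added to start the reaction. Finally, TNB absorbance was monitored kinetically.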
AmpC detergent – qHTS Inhibitors of AmpC Beta-Lactamase (assay with detergent); P00811; AmpC hydrolysis of nitrocefin, absorbance 480 nm, 0.01% Triton; Potency, µM (top dose mostly 114 µM), without a hit: top-dose activity change, negative = inhibition, most hits filed as inhibitors; 0.041% of 370,000 active; AID 485294, 2010;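 note: potency is the fitted concentration of half-maximal effect; 0% = no-compound wells and -100% = no-enzyme wells; nearly all actives have a fitted effect of over 25% in size; some results filed as inactive show a strong effect at the top dose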
Target sequence (P00811 whole entry, looked up): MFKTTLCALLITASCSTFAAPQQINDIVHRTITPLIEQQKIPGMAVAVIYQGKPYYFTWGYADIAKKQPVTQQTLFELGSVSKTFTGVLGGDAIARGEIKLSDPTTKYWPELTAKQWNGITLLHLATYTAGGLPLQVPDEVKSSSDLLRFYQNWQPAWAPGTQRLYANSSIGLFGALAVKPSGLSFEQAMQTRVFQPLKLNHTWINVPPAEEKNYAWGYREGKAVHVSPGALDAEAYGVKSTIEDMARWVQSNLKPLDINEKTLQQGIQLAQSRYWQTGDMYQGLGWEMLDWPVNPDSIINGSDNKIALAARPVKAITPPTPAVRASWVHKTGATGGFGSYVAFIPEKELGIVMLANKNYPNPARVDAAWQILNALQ
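AmpC (5.3 nM in the dispensed reagent) in 20 mM phosphate pH 7.0 with 0.01% (detergent screen) or 0.0001% Triton X-100 was preincubated with compounds for 15 min at room temperature. Nitrocefin was then added from an 800 uM solution, and hydrolysis was followed at 480 nm.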
AmpC inh no detg – qHTS Inhibitors of AmpC Beta-Lactamase (assay without detergent); P00811; AmpC nitrocefin hydrolysis, absorbance 480 nm, 0.0001% Triton; Potency, µM (highest dose often 57.1 µM), for inactives: at the top dose activity change, negative = inhibition, usual class: inhibitors; 0.52% of 330,000 active;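 note: potency is the fitted concentration of half-maximal effect; plate controls were no compound for no effect and no enzyme for full effect; nearly all actives have a fitted effect of over 20% in size; some results filed as inactive show a strong effect at the top dose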
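20 mM phosphate pH 7.0 + 0.01% (detergent screen) or 0.0001% Triton X-100; 5.3 nM AmpC reagent; cpd preinc 15 min RT; nitrocefin (800 uM stock) to start; A480 q20 s × 4 min; Activity was normalised to no-enzyme and no-compound control wells.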
The depositor's hits bear a star; ? = inconclusive; . = not tested or not shown; [ ] = remark or other dose. Unless noted, calls come from the whole dose curve; as a rule, active = well fitted curve in the direction sought with a large enough effect; inconclusive = small, poorly fitted or top-dose-only effect, or another doubt; inactive = no such curve, though single readings can be large; an effect the other way counts as inactive or inconclusive. Unless noted, % is set by controls: 0 for no effect and ±100 for the full control effect.

SMILES	Giardia FBPA inh	HCMV inh	AMA1-RON2 inh	Sm TGR inh	AmpC detergent	AmpC inh no detg
COc1ccc(/C=N/N=C2/NC(=O)C(c3ccccc3)(c3ccccc3)S2)cc1	1.5%	-19.1	-6.1%	-3.3%	?	-5.4%
CCOC(=O)[C@@H]1[C@H]2COc3ccccc3[C@H]2N2C(=O)N(c3cccc(F)c3)C(=O)[C@]12C	-6.4%	-38.4	-2.3%	-20.9%	-6.6%	32.5%
O=C(CNC(=O)c1ccccn1)N/N=C/c1ccc2c(c1)OCO2	0.9%	-39.5	112.3%[activator]	0.8%	2.2%	-7.7%
CCOc1ccc2nc(NCCNC(=O)c3cc(OC)c(OC)c(OC)c3)c(C#N)cc2c1	-1.6%	-35.5	0.9%	-10.7%	-4.8%	-13.2%
O=C(Nc1nc2ccccc2n1CCN1CCCC1)c1ccc(Cl)cc1	16.8%	139.5	-7.2%	?	-10.3%	-20.4%
COc1ccc(C(=O)N/C(=C\c2cn(S(=O)(=O)N(C)C)c3ccccc23)C(=O)NC(C)C)cc1	6.3%	44.7	23.0%	-1.4%	2.3%	8.1%
Oc1ccc(-c2nnc(Nc3cccc(O)c3)c3ccccc23)cc1	-1.2%	-9.4	-1.9%	5.5%	-1.9%	-54.8%
Cc1cccc(NC(=O)c2sc(-n3nc(C)c(CCC(C)C)c3C)nc2C)c1C	.	-1.2	.	0.8%	16.9%	.
COc1ccccc1NC(=O)Cn1nc(-c2ccc3c(c2)OCCO3)ccc1=O	-0.2%	24.2	-2.3%	-29.1%	4.8%	1.1%
CCn1ccc(C(=O)Nc2ccc3c(c2)CCC3)n1	.	.	5.3%	12.1%	1.4%	3.8%
COc1ccc(-c2noc(CCC(=O)N3CCN(c4cccc(OC)c4)CC3)n2)cc1	.	11.4	-21.4%	.	.	84.9%[activator]
Cc1cccc(C(=O)Nc2ccc(S(=O)(=O)N3CCOCC3)cc2)c1[N+](=O)[O-]	0.4%	-4.0	-2.2%	0.3%	-23.4%	-45.8%
COc1ccc(S(=O)(=O)c2cn(C)c3cc(N4CCCC4)c(F)cc3c2=O)cc1	.	-7.0	.	4.5%	-1.4%	.
O=C(O)CCCCCN1C(=O)C(O)=C(C(=O)/C=C/c2ccccc2)C1c1ccccc1[N+](=O)[O-] (centres undefined)	-29.2%	-7.7	-11.2%	-29.8%	-6.6%	-32.5%
Cc1cnc(C(=O)OC(C)C(=O)Nc2ccc3c(c2)OCCO3)cn1 (centres undefined)	-3.8%	55.0	-0.7%	2.4%	?	-12.9%
O=S(=O)(c1ccc(F)cc1)N1CCCC1c1cccnc1 (centres undefined)	3.6%	58.2	-3.6%	-2.8%	1.8%	-2.6%
Cc1ccc(-n2ncc3c(=O)[nH]c(SCC(=O)N4CC(=O)Nc5ccccc54)nc32)cc1	.	-29.4	-0.6%	.	.	-20.1%
Cc1ccc(N(Cc2ccccc2F)S(C)(=O)=O)c(C)c1	-0.1%	-37.4	-9.5%	2.4%	-6.4%	1.0%[2.29 µM]
O=C(Nc1nc(-c2ccccn2)cs1)c1ccccc1-n1cnnn1	7.92µM*	-91.9*	-30.3%	3.9%	2.6%	-29.5%
O=C(NCC(=O)N(c1ccccc1)C(C(=O)NC1CCCC1)c1cccnc1)c1ccco1 (centres undefined)	-1.8%	-2.3	3.3%	-8.5%	-5.1%	-14.9%

Brought forward from above: two compounds, then new ones.
SMILES	Giardia FBPA inh	HCMV inh	AMA1-RON2 inh	Sm TGR inh	AmpC detergent	AmpC inh no detg
O=C(Nc1nc(-c2ccccn2)cs1)c1ccccc1-n1cnnn1	7.92µM*	-91.9*	-30.3%	3.9%	2.6%	-29.5%
O=C(NCC(=O)N(c1ccccc1)C(C(=O)NC1CCCC1)c1cccnc1)c1ccco1 (centres undefined)	-1.8%	-2.3	3.3%	-8.5%	-5.1%	-14.9%
Cc1ccc(S(=O)(=O)Nc2cc(NC(=O)CN3CCOCC3)ccc2Cl)cc1	?	16.1	0.0%	9.0%	-4.9%	-13.1%
COc1cc(/C=C(\C#N)c2nc3ccccc3[nH]2)cc(Cl)c1OCc1ccccc1Cl	.	-80.0*	.	2.9%	-0.6%	.
Cc1cccc(NC(=O)Cc2c(F)cccc2Cl)n1	4.5%	148.0	-3.9%	-11.4%	-7.9%	-6.8%
COc1ccc(Oc2nnc(-c3ccccc3)cc2C#N)cc1	2.1%	9.8	-11.6%	0.0%	-13.6%	-18.0%
COc1cc(NS(=O)(=O)c2ccc(NC(=O)c3ccc([N+](=O)[O-])cc3)cc2)ncn1	-26.3%	-3.6	-3.5%	-20.4%	?	-1.8%
Cc1ccc(CN=c2c([N+](=O)[O-])nn(-c3cccc(C)c3)n2O)cc1	0.2%	?	?	-2.0%	-4.7%	-29.6%
CC1(C)Cc2ccccc2-c2nnc(-c3ccc(O)cc3)n21	2.3%	?	-5.7%	3.5%	-12.5%	-2.2%
O=c1c2c(nc3cc(-c4ccc(F)cc4)[nH]n13)CCC2	-11.7%	40.9	0.5%	-1.0%	11.0%	4.1%
C/C(=N\OC(=O)c1c(-c2c(F)cccc2Cl)noc1C)c1nccs1	-6.3%	18.4	0.8%	7.0%	5.2%	28.1%
O=[N+]([O-])c1ccc(-c2nnc(S)n2-c2ccccc2)cc1	12.4%	.	.	0.0%	-5.3%	-10.6%
CN(C)S(=O)(=O)N(CC(=O)Nc1ccccc1C(F)(F)F)c1ccccc1	-1.6%	14.6	.	-4.0%	-0.2%	10.7%
COC(=O)c1ccc2c(=O)n(CCCCCC(=O)N3CCN(c4ccc(F)cc4)CC3)c(=O)[nH]c2c1	1.4%	11.1	8.5%	3.7%	-2.2%	-39.3%
CCn1cc(SCC(=O)N2CCc3ccccc32)c2ccccc21	?	0.0	-6.2%	-2.5%	?	-24.8%
Cn1nc(C(=O)NCc2ccccc2CN2CCCC2)c2ccccc2c1=O	.	-4.0	2.3%	-9.5%	?	-11.9%
Cc1cc(C)n(-c2nc(-c3ccc(Cl)cc3)cs2)n1	-0.9%	72.4	-1.2%	-2.3%	11.1%	-12.7%
Nc1cc(N2CCCC2)c(Cl)cc1[N+](=O)[O-]	-10.5%	5.6	-34.9%	1.8%	-6.9%	-15.3%
O=C(/C=C(O)/C=C/c1ccc(O)cc1)/C=C/c1ccc(O)cc1	.	3.6	123.5%[activator]	-27.6%	12.1%	-38.3%
Cc1cccc(NC(=O)C(NS(=O)(=O)c2ccc3c(c2)oc(=O)n3C)C(C)C)c1 (centres undefined)	.	9.6	.	0.0%	-9.3%	.
Cc1cc2[nH]c(=O)c(=O)[nH]c2cc1S(=O)(=O)N1CCC(C)CC1	-26.8%	-26.7	-0.5%	-0.2%	-2.1%	-17.4%
COc1ccc(-c2nnc(Nc3nc4c(OC)cccc4s3)o2)cc1	?	2.3	32.5%[activator]	-18.2%[11.4 µM]	?	1.8%

Compound profiles (already shown). Order of screens: Giardia FBPA inh | HCMV inh | AMA1-RON2 inh | Sm TGR inh | AmpC detergent | AmpC inh no detg
Nc1cc(N2CCCC2)c(Cl)cc1[N+](=O)[O-] across the screens: -10.5% | 5.6 | -34.9% | 1.8% | -6.9% | -15.3%
Cc1ccc(CN=c2c([N+](=O)[O-])nn(-c3cccc(C)c3)n2O)cc1 across the screens: 0.2% | ? | ? | -2.0% | -4.7% | -29.6%
C/C(=N\OC(=O)c1c(-c2c(F)cccc2Cl)noc1C)c1nccs1 across the screens: -6.3% | 18.4 | 0.8% | 7.0% | 5.2% | 28.1%
COc1cc(NS(=O)(=O)c2ccc(NC(=O)c3ccc([N+](=O)[O-])cc3)cc2)ncn1 across the screens: -26.3% | -3.6 | -3.5% | -20.4% | ? | -1.8%

Other records follow.
SMILES	Giardia FBPA inh	HCMV inh	AMA1-RON2 inh	Sm TGR inh	AmpC detergent	AmpC inh no detg
O=C(N/N=C/c1ccc(Cl)cc1Cl)c1cccc(N2CCCC2=O)c1	.	-21.2	7.9%	-8.5%	2.1%	30.0%
CCOC(=O)N/N=C/c1cn(CCCOc2ccccc2)c2ccccc12	2.0%	51.2	1.6%	1.8%	4.4%	-27.8%
Cc1nn(Cc2ccccc2)c(C)c1C(=O)NCCCN1CCCC1=O	.	-17.8	-2.2%	-2.8%	-1.9%	-5.2%
COc1ccc(C(=O)Nc2ccc(C)c(S(=O)(=O)N3CCCCCC3)c2)cc1	-9.5%	-65.4*	-5.4%	8.9%	-4.7%	-41.6%
CC1(C(=O)Nc2c(F)c(F)c(F)c(F)c2F)CC1(Br)Br (centres undefined)	0.8%	65.2	-6.2%	0.0%	-1.4%	26.1%
CCSc1nnc(NC(=O)[C@@H](NC(=O)c2cc(OC)cc(OC)c2)C(C)C)s1	-16.1%	-9.3	14.7%	1.3%	-0.9%	5.6%
COc1cc(/C=N/NC(=O)c2c(-c3ccccc3)noc2C)ccc1O	2.6%	5.8	11.4%	-2.5%	0.0%	.
CC(=O)NC(CC(=O)N(Cc1ccccc1)c1cccc(C)c1)c1ccccc1 (centres undefined)	.	.	-5.2%	7.3%	11.8%	154.4%[activator]
O=C(Nc1cccc(Cl)c1Cl)c1ccc2c(c1)N(Cc1cccc(Cl)c1)C(=O)c1ccccc1S2(=O)=O	.	-1.8	.	2.1%	-1.4%	.
CCc1cc(C(N)=O)c(NC(=O)c2ccc(OC)cc2)s1	-14.9%	55.1	14.4%	4.0%	?	-34.9%
CCOc1ccccc1NC(=O)CNS(=O)(=O)c1ccc2nc(C)sc2c1	-4.2%	-15.9	-11.9%	7.9%	5.1%	-10.8%
COc1ccc(C(=O)NCCNc2ccccc2[N+](=O)[O-])cc1	-10.7%	31.2	-15.8%	.	3.1%	-33.1%
O=C(Cc1cccs1)Nc1nc(-c2cccnc2)cs1	-4.2%	-0.5	2.1%	-8.5%	-0.1%	-47.1%
Cc1cc(C(=O)CN2C(=O)C(=O)N(Cc3ccco3)C2=O)c(C)n1CCc1ccccc1	.	-3.9	-3.2%[11.6 µM]	3.3%	0.2%	-22.1%
C=CCNC(=O)Cn1nnc(-c2ccc(-c3ccc(OC)cc3)cc2)n1	3.0%	19.9	9.6%	7.8%	?	-17.8%
Cc1ccc(C)c(OCC(=O)N/N=C\c2cccn2C)c1	-0.1%	?	-3.4%	-4.2%	0.9%	-6.0%
COc1ccc(/C=C2\SC(=S)N(CCC(=O)Nc3ccccn3)C2=O)cc1OC	7.7%	64.6	-3.1%	7.6%	-0.5%	131.0%[activator]
CCSc1nnc(NC(=O)Cc2cc(OC)c(OC)c(OC)c2)s1	7.7%	-21.1	-13.4%	0.6%	-13.7%	-14.4%[11.4 µM]
CC(C)(c1ccccc1)c1ccc(OCCN2CCOCC2)cc1	?	19.2	?	14.7%	-9.1%	157.3%[activator]
Cc1ccc(NC(=O)C2C3/C=C\CCCCC32)cc1C (centres undefined)	.	20.7	-11.6%	16.9%	?	-15.0%

An unsorted share of the library; any-hit rate near 7.8%.
